Efflux pump inh: inhibitors of Candida antifungal efflux pumps expressed in yeast | S. cerevisiae Candida pump triplex, Nile Red efflux | inhibition, % at 10 µM | hit rate 0.44% among 330,000 | AID 485275;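 active = plate passing quality check with inhibition over a set limit, or well fluorescence over plate mean plus 4 SD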;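 note: Nile Red retained in pooled yeast measured as flow cytometry median fluorescence; 0% = buffer negative control and 100% = Enniatin B positive control; higher means more Nile Red kept so more efflux inhibition; some compounds called inactive have numbers as strong as hits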
Fh CTSL1 inh: cathepsin L1 inhibition, PFM18AAP counter-screen; recombinant F. hepatica cathepsin L1, Z-Leu-Arg-MCA fluorescence; hit rate 0.49% among 300,000; inhibition, % at 5.96 µM; AID 1906;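 active = inhibition above the mean of all tested compounds plus 3 SD, set per screening campaign, cut at about 17% in these data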;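 note: 0% = plate median of test compound wells and 100% = 1 µM Z-Phe-Ala-diazomethylketone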
PREPL inhibitor: inhibitors of human prolyl oligopeptidase-like enzyme PREPL; hit rate 0.68% among 320,000; recombinant PREPL, fluorescence polarization activity-based probe; inhibition, % at 5.96 µM; in the data active = inhibition above about 43%;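 note: 0% = enzyme with DMSO and 100% = wells lacking enzyme; many of its hits are not listed in these tables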
Target sequence (Q4J6C6 whole entry, looked up): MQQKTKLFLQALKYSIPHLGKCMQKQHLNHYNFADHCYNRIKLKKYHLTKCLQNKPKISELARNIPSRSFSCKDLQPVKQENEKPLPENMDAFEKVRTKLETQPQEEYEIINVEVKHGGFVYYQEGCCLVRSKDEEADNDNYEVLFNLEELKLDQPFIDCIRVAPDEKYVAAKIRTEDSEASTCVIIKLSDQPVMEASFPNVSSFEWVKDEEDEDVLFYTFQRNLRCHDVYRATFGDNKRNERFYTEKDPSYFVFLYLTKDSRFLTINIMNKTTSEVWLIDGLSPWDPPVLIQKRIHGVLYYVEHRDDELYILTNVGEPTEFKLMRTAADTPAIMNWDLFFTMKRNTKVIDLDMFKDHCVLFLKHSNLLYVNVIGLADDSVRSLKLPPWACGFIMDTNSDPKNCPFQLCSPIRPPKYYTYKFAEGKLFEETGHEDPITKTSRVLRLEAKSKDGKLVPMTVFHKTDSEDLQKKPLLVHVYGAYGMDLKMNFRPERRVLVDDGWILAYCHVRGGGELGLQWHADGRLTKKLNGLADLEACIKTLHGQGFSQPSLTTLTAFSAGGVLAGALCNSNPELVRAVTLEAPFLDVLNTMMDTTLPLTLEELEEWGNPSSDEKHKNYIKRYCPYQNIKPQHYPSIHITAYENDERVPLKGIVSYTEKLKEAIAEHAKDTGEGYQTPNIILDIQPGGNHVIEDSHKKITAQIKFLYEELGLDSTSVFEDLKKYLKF
ZTA DNA inh: blocks Epstein-Barr virus ZTA, an EBNA-1 counter-screen; hit rate 0.15% among 320,000; P03206; ZTA-DNA binding, fluorescence polarization; inhibition, % at 11 µM; in the data active = inhibition above about 33%
EBNA-1 inhibitor: blocks EBNA-1 binding to DNA | EBNA-1 DNA binding, fluorescence polarization | inhibition, % at 14.8 µM | hit rate 0.34% among 300,000; in the data active = inhibition above about 28%
TPT1 inhibitor: blocks Candida albicans tRNA 2'-phosphotransferase. recombinant caTPT1, FP RNA substrate dephosphorylation. inhibition, % at 5 µM. hit rate 0.81% among 300,000. AID 1962;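 active = inhibition above the mean of all tested compounds plus 3 SD, set per screening campaign, cut at about 24% in these data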;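 note: plate controls were DMSO alone for no effect and ferristatin control at 100 nM for full effect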
core dimer inh: HCV core protein dimerization inhibition; inhibition, % at 5 µM; hit rate 0.33% among 300,000; TR-FRET GST/Flag-core106 dimerization, 1536-well;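 active = inhibition above the mean of all tested compounds plus 3 SD, set per screening campaign, cut at about 45% in these data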
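Assay system: tagged HCV core106 pair (GST and Flag); medium: KF-containing HEPES buffer, pH 7.45, DTT, CHAPS, BSA; also added: Eu donor and XL665 acceptor anti-tag antibodies; dosing: 5 µM single dose; timing: compound-protein-antibody incubation 4 h at 22.5 °C; signal: TR-FRET 671 and 617 nm emission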
PP5 inh: inhibitors of human protein phosphatase 5 (PP5). P53041. purified PP5c, OMFP substrate fluorescence. inhibition, % at 6.7 µM. hit rate 0.18% among 320,000. AID 1987;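 active = inhibition above the campaign's mean inhibition across all tested compounds plus 3 SD, cut at about 9.5% in these data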;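 note: 0% = DMSO only and 100% = 100 µM cantharidin control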
PP1 inh: counter-screen for PP5 inhibitors: inhibitors of human PP1-alpha; purified PP1alpha, OMFP fluorescence; hit rate 0.9% among 320,000; AID 2235; inhibition, % at 6.7 µM; P62136;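 active = inhibition above the mean inhibition of all tested compounds plus 3 SD, computed separately for each screening campaign, cut at about 15% in these data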
Target sequence (P62136 whole entry, looked up): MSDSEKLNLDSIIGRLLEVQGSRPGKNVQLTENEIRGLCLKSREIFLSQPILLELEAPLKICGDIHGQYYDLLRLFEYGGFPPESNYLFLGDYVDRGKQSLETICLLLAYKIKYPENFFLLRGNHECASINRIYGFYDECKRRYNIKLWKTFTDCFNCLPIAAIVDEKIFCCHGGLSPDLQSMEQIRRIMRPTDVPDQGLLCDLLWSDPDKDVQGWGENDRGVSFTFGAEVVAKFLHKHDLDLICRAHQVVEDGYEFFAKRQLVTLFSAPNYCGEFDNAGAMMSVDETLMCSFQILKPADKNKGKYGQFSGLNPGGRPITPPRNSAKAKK
Active calls of the source: *; . = no result given.

canonical_smiles	ZTA DNA inh	PP1 inh	PP5 inh	core dimer inh	PREPL inhibitor	TPT1 inhibitor	Fh CTSL1 inh	EBNA-1 inhibitor	Efflux pump inh
CCOc1ccccc1NC(=O)C1CCCN(S(=O)(=O)c2ccc(OC)c(C)c2)C1 (centres undefined)	5	2	4.0	11	-3	-3	-2	-11	0.2
NC(=O)COc1ccccc1	5	-2	0.1	0	-4	0	3	-4	0.0
CC1=C(C(=O)Nc2ccccc2)C(c2cccnc2)n2nc(-c3cccnc3)nc2N1 (centres undefined)	-12	-5	-1.6	1	-4	-1	4	5	-0.1
Cc1ccc(NC(=O)CCS(=O)(=O)c2cc3c(cc2Cl)NC(=O)CO3)cc1	-12	-4	1.2	0	3	-2	-2	6	-0.3
O=C(Oc1cc(=O)oc2c1c(=O)n1c3c(cccc23)CC1)c1ccccc1	-20	12	5.2	0	7	2	4	1	-0.1
Cc1ccc(NC(=O)NCc2nc3ccccc3n2C)cc1	6	-1	2.3	8	2	-2	6	-5	-0.3
Cc1noc(C)c1C(=O)OC(C(=O)NC1CCCC1)c1ccc(F)cc1 (centres undefined)	17	0	5.0	-5	-18	-4	-8	-8	0.2
COc1ccccc1-c1nnc(NC(=O)C(C)C)s1	-1	2	2.8	-6	15	-4	14	0	-0.1
COC(=O)Cn1ncc(N2C3CC(CC(C)(C)C3)C2C)c(Cl)c1=O (centres undefined)	0	-2	-0.3	-1	3	-3	0	0	0.0
N#C/C(=C(/O)c1ccc(F)cc1)c1nc2ccccc2s1	7	-2	-2.8	1	-3	5	-1	-12	0.0
Cc1ccc2ncnc(NCCC(=O)O)c2c1	-5	-2	-1.4	-4	-1	-2	0	2	-0.2
CC1(C)C(=O)CC[C@@]2(C)[C@H]1CC[C@@]1(C)CC3=C(CC[C@@H]12)[C@@]1(C)CCC(=O)C(C)(C)[C@@H]1CC3	-23	3	1.8	6	9	0	-2	5	0.5
Cc1[nH]c2ccccc2c1CC#N	4	-5	-0.8	2	2	2	3	-1	0.0
Cc1cc(=O)[nH]c(N/N=C/c2ccc3c(c2)OCCO3)n1	-1	4	3.0	2	6	2	2	-2	0.1
NS(=O)(=O)c1ccc(CCNC(=O)c2ccccc2F)cc1	-6	5	-1.4	-1	-1	0	-3	10	0.0
O=C(Nc1ccc2c(c1)OCCO2)c1cc(F)c(F)cc1Cl	4	1	-0.4	-8	5	-3	2	11	0.0
O=C(CCN1C(=O)S/C(=C\c2ccccc2)C1=O)NCCCn1ccnc1	10	-1	1.9	3	14	-1	-2	-6	0.2
Cc1noc(C)c1COc1ccccc1C(=O)NC(C)c1ccc(Cl)cc1 (centres undefined)	7	1	0.7	.	13	.	.	.	0.3
COc1cccc(NC(=O)COC(=O)c2ccc(C)c(S(=O)(=O)N3CCCCC3)c2)c1	-20	1	3.0	.	-7	.	.	.	0.3
Cc1ccc2nc(-c3ccc(O)cc3)c(Nc3ccc4c(c3)OCCO4)n2c1	2	4	1.4	-22	3	-2	-1	-2	0.1

Taken from above:
`Cc1cc(=O)[nH]c(N/N=C/c2ccc3c(c2)OCCO3)n1` | PP5 inh: 3.0
`Cc1noc(C)c1COc1ccccc1C(=O)NC(C)c1ccc(Cl)cc1` (centres undefined) | PREPL inhibitor: 13

Further entries follow:
canonical_smiles	ZTA DNA inh	PP1 inh	PP5 inh	core dimer inh	PREPL inhibitor	TPT1 inhibitor	Fh CTSL1 inh	EBNA-1 inhibitor	Efflux pump inh
Cc1noc(C)c1COc1ccccc1C(=O)N1CCN(c2cccc(C(F)(F)F)c2)CC1	14	1	2.7	.	38	.	.	.	1.1*
Cc1ccccc1C(=O)Nc1cc(S(=O)(=O)N2CCOCC2)ccc1N1CCN(C)CC1	6	2	2.7	.	3	.	.	.	0.1
CC1CCN(C(=O)CSc2nnc3ccc(-c4cccnc4)nn23)CC1	-2	-5	0.1	-1	-5	-1	-1	-9	0.1
COc1cc(C2C(C(=O)Nc3ccc(F)cc3)=C(C)Nc3nc(CCCO)nn32)cc(OC)c1OC (centres undefined)	8	-5	2.7	-6	2	-3	-4	-6	0.2
Cc1cccc(C(=O)NNC(=O)Nc2ccccc2)c1	1	3	0.4	3	-5	-2	-3	12	0.0
COC(=O)c1ccc(N2C(=O)CC(N(C)Cc3ccccc3)C2=O)cc1 (centres undefined)	3	-4	0.9	8	-3	-2	-1	1	-0.1
CCCOc1ccc(-c2c(C(=O)N/N=C(\C)c3ccco3)nnn2-c2nonc2N)cc1	6	5	0.7	0	21	-4	9	2	-0.3
CCn1c(=O)cc(OCC(=O)N2CCCC2)c2ccccc21	2	-1	2.2	3	-2	1	0	-6	0.1
CCc1cccc(C)c1NC(=S)NCc1cccn1C	-4	5	-4.7	0	0	1	5	-7	0.0
COc1cc(/C=C/C(=O)N(C)CC(=O)Nc2ccccc2Br)cc2c1OCCO2	-6	3	-0.7	.	5	.	.	.	0.1
COc1ccc(Nc2nc(N)c([N+](=O)[O-])c(N3CCOCC3)n2)cc1	-1	-2	1.2	-8	14	-1	2	1	-0.2
CC(NC(=O)c1ccccc1)c1ccc(Br)cc1 (centres undefined)	-2	-2	0.5	-8	2	-5	-2	8	-0.1
CS(=O)(=O)N1CCN(CCN2C(=O)c3cccc4cccc(c34)C2=O)CC1	8	-3	0.6	-1	5	-11	3	-5	-0.1
CCOc1cccc(C2C(C#N)=C(N)Oc3cc(C)[nH]c(=O)c32)c1OCC (centres undefined)	-7	-5	0.1	-4	4	-2	1	-4	-0.1
Cc1ccc(S(=O)(=O)N2CCOCC2)cc1C(=O)OCC(=O)N(Cc1ccccc1)C(C)C	3	0	0.5	.	-2	.	.	.	0.0
O=C(Nc1cc(=O)[nH]c2nc(-c3ccccc3)nn12)c1ccc(Cl)cc1	-14	-5	0.3	2	12	0	2	-4	-0.1
COc1ccc(C(=O)NCCNC(=O)c2ccc(OC)cc2)cc1	11	-2	-4.4	1	-8	-1	-2	2	0.1
CN(CC(=O)Nc1ccccc1Br)C(=O)CNC(=O)c1ccc2c(c1)OCO2	-1	-1	0.9	2	-4	2	-2	-11	-0.1
COc1ccc(/C=N/NC(=O)Cc2n[nH]c(=O)[nH]c2=O)cc1	-5	-2	-2.2	0	16	2	5	-7	0.4
Cc1cc(-c2nn(-c3ccccc3F)cc2CN2CCN(c3ccncc3)CC2)c(C)s1	-10	6	3.3	2	13	0	1	-17	0.0
CCc1cccc(NC(=O)CSc2nc3c(c(=O)[nH]2)CCCC3)c1	-1	-5	-1.2	11	-2	-2	9	0	0.1
CN(CCCC(=O)N1CCCC(C(N)=O)C1)S(=O)(=O)c1ccc(F)cc1 (centres undefined)	-16	1	1.2	-11	18	-2	2	-12	0.0
CSc1nnc2ccc(-c3ccccn3)nn12	3	1	-0.3	-3	-15	-5	1	-1	0.0
CCc1ccc(NC(=O)Cn2nc(C(F)(F)F)c3c2CCC3)cc1	-12	1	3.1	-4	-7	3	-3	4	-0.2
COc1ccc(NC(=O)CN(c2cc(C)cc(C)c2)S(=O)(=O)c2c(C)noc2C)cc1OC	-3	0	1.2	-4	4	-2	3	2	0.1
CCN(CC)S(=O)(=O)c1ccc(C(=O)OCC(=O)NCCN2C(=O)CSC2=O)cc1	9	-3	1.7	-6	-1	-1	-4	-8	-0.1
Cc1ccc(NC(=O)CCc2nnc3ccc(NCc4ccco4)nn23)nc1	7	4	0.8	-7	-3	0	0	-2	0.2
Cc1nc2c(c(N3CCOCC3)n1)OCC(=O)N2	0	2	-1.2	-5	33	-7	4	5	-0.1
FC(F)(F)C1=CC(c2ccc(Cl)cc2)=NCCN1	-4	0	1.9	-7	6	-10	-3	-14	-0.2
Cc1ccc(S(=O)(=O)N(C)Cc2ccc(C(=O)N/N=C/c3ccc(OC(F)F)cc3)cc2)cc1	2	-3	1.0	17	-5	-2	2	12	0.1
COc1cccc(NC(=O)c2c(F)cccc2F)c1	7	5	2.4	4	10	-1	-1	7	0.1
COc1ccccc1NS(=O)(=O)c1cc(NC(=O)CCNC(C)=O)ccc1C	15	-6	-0.1	-4	-2	2	-2	-3	0.0
FCCCOc1ccc(-c2nccc(-c3ccccn3)n2)cc1	-16	2	3.0	-8	7	-2	-1	-8	-0.1
Cc1cc(C)c(C)c(S(=O)(=O)N2CCNCC2)c1C	20	0	-0.1	-2	-38	-4	-2	0	-0.3
Cc1c(CCOC(=O)c2ccccc2)sc[n+]1Cc1ccccc1	10	0	-0.9	-3	24	3	-4	-6	0.2
O=C(NNC(=O)c1cncc(Br)c1)c1ccncc1	-13	1	-3.6	.	9	.	.	.	0.1
FC(F)(F)c1cccc(Cn2nnnc2-c2cc(Cl)cc(Cl)c2)c1	-3	0	4.7	0	-3	-1	5	2	0.1
Cc1cccc(C)c1OCC(=O)Nn1c(C)nc2ccccc2c1=O	6	-7	0.9	0	0	-1	-5	6	-0.1
COc1ccc(N2CCN(C(=O)CCS(=O)(=O)c3ccc4c(c3)NC(=O)CO4)CC2)cc1	-4	1	1.0	-3	13	-1	1	-1	-0.1
CCOC(=O)c1ccc(NC(=O)c2nc[nH]c2C(=O)NCC(=O)OC(C)(C)C)cc1	3	4	6.3	7	-8	0	5	-2	0.1
O=C(NCc1ccccc1)C(c1ccncc1)N(C(=O)c1ccccn1)c1ccccc1 (centres undefined)	-1	4	1.1	5	-1	1	0	0	0.2
C=CCC(C(=O)c1ccccc1)[N+](C)(C)CC=C (centres undefined)	0	0	2.8	-1	2	-5	-5	-24	0.0
O=C(NCCCN1CCOCC1)C(=O)NCC1CCCO1 (centres undefined)	-11	-1	1.9	-11	13	-4	7	-3	0.3
O=C1c2cccc3c2N(CCC3)C(=O)C1(F)c1ccccc1 (centres undefined)	-1	-1	0.0	1	11	-2	-4	4	0.0
COC(=O)CNC(=O)C1CCN(C(=O)OCc2ccccc2)CC1	-2	0	0.6	-9	2	1	-2	-12	-0.1
COc1ccc(CCn2nnnc2CN2CCN(C(=O)c3ccco3)CC2)cc1OC	9	-6	1.3	-1	1	-3	-3	-2	-0.1
COc1ccccc1CNC(=O)C1CCCN(c2cnccn2)C1 (centres undefined)	-8	2	2.2	2	-3	-1	0	2	-0.1
C=C(C)Cn1c(SCC)nc2ccccc2c1=O	-20	6	2.4	-2	-13	3	6	-7	0.1
C=CCNc1nc(Cl)nc(Nc2ccc(OC)cc2OC)n1	17	2	0.6	-6	-20	0	0	6	-0.1
CCC(Oc1ccccc1F)C(=O)NCCN1CCOCC1 (centres undefined)	8	-5	-0.7	3	-3	1	3	-3	0.1
COc1ccccc1-n1c(C)cc(/C=C2\C(=N)N3N=C(CC(=O)N4CCOCC4)SC3=NC2=O)c1C	-3	0	0.8	11	-2	3	3	-4	0.3
COC(=O)c1ccccc1NC(=O)CCc1ccccc1	0	-5	1.8	9	-5	1	0	3	0.1
CCOc1ccccc1N1CCN(C(=O)CCNS(=O)(=O)c2ccccc2F)CC1	5	0	-1.0	2	7	0	3	3	0.0
CCC(C(=O)OCc1csc(CC(=O)Nc2ccccc2C)n1)c1ccccc1 (centres undefined)	4	4	4.6	.	-13	.	.	.	0.2
COc1ccnc2c1c(=O)n(Cc1c(F)cccc1Cl)c(=O)n2C	-3	-1	2.1	-37	9	-2	7	-2	0.0

Screening data as filed in PubChem BioAssay.

The list is partial; the hit share may differ from the screen's.
